Screens deposited in PubChem BioAssay by National Center for Advancing Translational Sciences (NCATS).
PI4K2A block – blocks human PI4K2A kinase activity; purified PI4K2A, ADP-Glo luminescence, 1 h; stronger effect = lower value; activity change, negative = inhibition, % at 76.9 µM; 420,000 compounds, 0.13% hits; AID 1346378; in the data active = activity change below about -50%; inconclusive = mostly about -30% to -49%;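 note: -100% = wells without enzyme as full effect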
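ADP-Glo luminescence measured ADP generated by PI4K2A enzyme (4 ug/mL before mixing) with 1.2 mM PI substrate (pre-mix) and 300 microM ATP (pre-mix). Tris pH7.5 buffer with MgCl2, Triton X-100; 1 h reaction at ambient temperature.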
RGS4 inh – inhibitors of human regulator of G protein signaling 4. AID 504845. Transcreener GDP fluorescence polarization, RGS4-accelerated GTP hydrolysis. P49798. 390,000 compounds, 0.039% hits. Potency, µM (top dose mostly 114 µM), for inactives: at the highest dose activity change, negative = inhibition, hits mostly inhibitors; note: potency is the fitted concentration of half-maximal effect; % is set by controls: 0 for no effect and ±100 for the full control effect; nearly all actives have a fitted effect of over 75% in size; some results filed as inactive show a strong effect at the top dose
Target sequence (P49798 whole entry, looked up): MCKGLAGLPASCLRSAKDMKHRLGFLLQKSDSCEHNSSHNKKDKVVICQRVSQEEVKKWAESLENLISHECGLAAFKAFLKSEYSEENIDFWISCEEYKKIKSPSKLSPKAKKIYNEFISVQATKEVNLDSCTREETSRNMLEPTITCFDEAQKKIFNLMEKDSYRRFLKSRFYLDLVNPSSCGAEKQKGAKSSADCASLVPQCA
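MLSMR compounds (23 nl, pin-transferred) preincubated 10 min at room temperature with a 500nM (2x) first reagent, then RGS4 at 900nM (2x) plus Transcreener GDP mix added; fluorescence polarization (620/688 nm) read before and after 90 min at 30 °C.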
ALOX12 inh – inhibitors of human 12S-lipoxygenase ALOX12; P18054; purified 12hLO, xylenol orange hydroperoxide absorbance; Potency, µM (top dose mostly 108 µM), for inactives: top-dose activity change, negative = inhibition, most hits filed as inhibitors; 580,000 compounds, 1.1% hits; note: potency is the fitted concentration of half-maximal effect; % is set by controls: 0 for no effect and ±100 for the full control effect
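Hydroperoxide product was detected by ferrous iron/xylenol orange as the 573 to 405 nm absorbance ratio. Arachidonic acid at 40 uM (final) was turned over for 30 min at room temperature by 150 nM human 12hLO, pH 7.0 Hepes buffer, after 15 min compound preincubation.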
ERG-DNA inh – ERG Ets/DNA interaction inhibition. P11308. fluorescence polarization, His-ERG Ets domain / labelled DNA. Potency, µM (series often up to 76.9 µM), inactives show top-dose FP activity, negative = inhibition, most hits filed as inhibitors. 370,000 compounds, 0.028% hits. AID 624246; active = well fitted inhibition curve with a large enough effect in the polarisation, with a control signal flat; inconclusive = small, poorly fitted or top-dose-only effect, or effect the other way, or a change in a side signal; inactive = no such curve, though single readings can be large or run the other way; the % refers to the polarisation;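 note: polarization taken with two DNA probes labelled with fluorescein and Texas red; potency is the fitted concentration of half-maximal effect; % of control where 0% means no effect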
Target sequence (P11308 whole entry, looked up, the tested form may be a part): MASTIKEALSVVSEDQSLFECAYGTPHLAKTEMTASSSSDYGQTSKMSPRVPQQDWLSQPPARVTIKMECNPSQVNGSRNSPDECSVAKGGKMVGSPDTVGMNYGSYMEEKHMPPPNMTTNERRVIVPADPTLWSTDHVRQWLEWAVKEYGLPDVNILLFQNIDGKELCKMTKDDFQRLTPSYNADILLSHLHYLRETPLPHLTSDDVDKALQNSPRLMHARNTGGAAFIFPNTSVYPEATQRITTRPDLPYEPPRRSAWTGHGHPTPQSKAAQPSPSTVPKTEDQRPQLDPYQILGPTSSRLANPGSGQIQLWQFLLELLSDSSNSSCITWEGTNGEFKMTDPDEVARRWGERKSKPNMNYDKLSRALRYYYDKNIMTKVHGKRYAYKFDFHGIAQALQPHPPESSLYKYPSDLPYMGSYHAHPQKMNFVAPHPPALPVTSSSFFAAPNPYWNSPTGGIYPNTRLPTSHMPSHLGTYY
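His-tagged ERG Ets domain (1 uM in the protein solution; 300mM KCl, 50mM Tris-HCl, 1mM EDTA, 1mM DTT, pH 7.5) received compound, then a probe mix of 5 nM fluorescein-DNA and 100nM Texas-615-DNA. Fluorescence polarization was read for both dyes.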
BAZ2B inh – blocks human BAZ2B; Q9UIF8; AlphaScreen BAZ2B-H3K14Ac peptide displacement; Potency, µM (titrated, usually from 114 µM), for inactives: top-dose activity change, negative = inhibition, actives largely listed as inhibitors; 360,000 compounds, 4.4% hits; note: potency is the fitted concentration of half-maximal effect; % is set by controls: 0 for no effect and ±100 for the full control effect; nearly all actives have a fitted effect of over 60% in size
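BAZ2B 50 nM plus b-H3(5-23)K14Ac 50 nM, PBS pH 7.4/0.01% Tween-20, 30 min RT; compound added (max 110 uM), 30 min RT; streptavidin donor/Ni-chelate acceptor beads 10 ug/mL final, 20 min dark; AlphaScreen read.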
HP1b binding inh – blocks HP1-beta chromodomain binding to methylated histone tails. AID 540317. Potency, µM (highest dose often 114 µM), for the others: at the highest dose activity change, negative = inhibition, hits mostly inhibitors. P83916. AlphaScreen HP1-beta / biotin-H3K9me3 peptide binding. 390,000 compounds, 0.56% hits; note: potency is the fitted concentration of half-maximal effect; nearly all actives have a fitted effect of over 70% in size; inactives centre near 23
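AlphaScreen: HP1-beta (50 nM) preformed 30 min with biotin-H3(1-18)K9me3 peptide (50 nM) in PBS pH 7.4, 0.01% Tween-20. Compound added for 30 min at RT, then streptavidin donor/nickel chelate acceptor beads (10 ug/mL) for 30 min.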
JMJD2A Tudor inh – JMJD2A Tudor domain (human) inhibition | 390,000 compounds, 4.4% hits | O75164 | AlphaScreen JMJD2A-Tudor / H3K4me3 peptide binding | Potency, µM (doses to about 114 µM), inactives show at the top dose activity change, negative = inhibition, hits mostly inhibitors; note: potency is the fitted concentration of half-maximal effect; % is set by controls: 0 for no effect and ±100 for the full control effect; nearly all actives have a fitted effect of over 50% in size
G9a inh – G9a (human) methyltransferase inhibition | Q96KQ7 | G9a H3K9 monomethylation, AlphaScreen, 2 h | Potency, µM (titrated, usually from 102 µM), for the others: top-dose activity, negative = inhibition, most hits filed as inhibitors | 350,000 compounds, 8.8% hits; note: potency is the fitted concentration of half-maximal effect; % is set by controls: 0 for no effect and ±100 for the full control effect; nearly all actives have a fitted effect of over 75% in size
Target sequence (Q96KQ7 913-1193 limits assumed): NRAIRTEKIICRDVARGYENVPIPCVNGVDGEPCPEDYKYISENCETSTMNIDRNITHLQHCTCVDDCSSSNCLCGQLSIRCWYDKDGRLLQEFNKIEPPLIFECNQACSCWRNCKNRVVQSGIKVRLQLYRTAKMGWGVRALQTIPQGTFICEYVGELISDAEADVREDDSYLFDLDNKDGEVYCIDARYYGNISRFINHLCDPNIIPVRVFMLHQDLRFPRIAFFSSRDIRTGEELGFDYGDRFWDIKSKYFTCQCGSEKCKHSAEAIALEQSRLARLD
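AlphaScreen read-out: biotin-H3K9 peptide (500 nM) methylation by 20 nM enzyme with 20 uM SAM, 2 h at room temperature after 15 min compound preincubation; anti-monomethyl H3K9 antibody plus donor/acceptor beads, 10 min dark.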
GLS inhibitor – glutaminase GLS (human) inhibition; 410,000 compounds, 0.21% hits; Potency, µM (series often up to 45.5 µM), inactives show at the top dose activity change, negative = inhibition, hits mostly inhibitors; GLS enzymatic activity, qHTS titration; AID 624170; note: potency is the fitted concentration of half-maximal effect; % is set by controls: 0 for no effect and ±100 for the full control effect
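Enzyme dispensed in phosphate buffer (45 mM, pH 8.2, 0.02% Tween-20), compounds pinned in, then 1 mM L-glutamine solution and the glutamate oxidase–HRP–Amplex Red mix added; fluorescence read immediately and again after 30 min at room temperature.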
Starred values were filed as active, the others as inactive; ? = inconclusive; / = not tested or not shown; [ ] = remark or other dose. Unless noted, calls come from the whole dose curve; as a rule, active = well fitted curve in the direction sought with a large enough effect; inconclusive = small, poorly fitted or top-dose-only effect, or another doubt; inactive = no such curve, though single readings can be large; an effect the other way counts as inactive or inconclusive. These rows are one share of the data; count on the stated rates, not on these rows.

Molecule | BAZ2B inh | ALOX12 inh | ERG-DNA inh | GLS inhibitor | HP1b binding inh | G9a inh | RGS4 inh | PI4K2A block | JMJD2A Tudor inh
O=C(Nc1ccc(NC(=O)c2cccs2)cc1)c1cccs1 | 25% | -14% | 5% | -11% | 19% | -3%[59 µM] | -13% | -1 | 1%
O=C(COC(=O)C1CC(O)CN1S(=O)(=O)c1ccccc1[N+](=O)[O-])c1ccc[nH]1 (stereo not drawn) | -19% | 335%[activator] | -12% | 2% | 20% | 5%[12.7 µM] | 14% | -15 | -9%
CC(=O)C1=C(N2CCCCC2)CCC1=O | -3% | 131%[activator] | -4% | -8% | -8% | -30%[12.7 µM] | 3%[11.4 µM] | -2 | -11%[57.1 µM]
CC12CC3CC(C)(C1)CC(C(=O)NCc1cccnc1)(C3)C2 | 12% | -6% | -11% | 5% | 48%[activator] | / | 5% | 0 | -5%
CCOC(=O)c1cc(C)sc1NC(=O)CSc1nnnn1C | 4% | 0% | -3% | 10% | 6% | 68%[activator] | 1% | 3 | -12%
COc1ccc(CCN2CC(C(=O)N(C)Cc3ccc4nsnc4c3)CCC2=O)cc1 (stereo not drawn) | -13% | 3% | 5% | 0% | 35% | 57%[activator] | 3% | 1 | -8%
CN(C(=O)COC(=O)c1ccc2c(c1)NC(=O)CS2)C1CCS(=O)(=O)C1 (stereo not drawn) | 6% | -1% | -5% | 0% | 16% | 50µM* | -11% | -4 | -5%
OC(CNCc1ccc(Cl)c(Cl)c1)c1ccccc1 (stereo not drawn) | -3% | -10% | 5% | 7% | 36% | / | -8% | -1 | -4%
COc1cccc(Cn2c(Oc3cc(C)cc(C)c3)nc3c2c(=O)n(C)c(=O)n3C)c1 | ? | 0% | 0% | 3% | 9% | ? | -22% | -1 | -19%
CCOC(=O)CC(NS(=O)(=O)c1ccc2[nH]cc(C(=O)O)c(=O)c2c1)c1ccc(OCC)c(OC)c1 (stereo not drawn) | 28µM* | -14% | 9% | 16µM* | 50µM* | 10µM* | -6% | -5 | 22µM*
COc1ccc(C(=O)Nc2ccc(OC)c([N+](=O)[O-])c2)cc1Br | -34% | -9% | 4% | 1% | 24% | ? | -11% | -4 | -21%
Cc1cccc(NC(=O)C2C3C=CC(O3)C2C(=O)O)c1C (stereo not drawn) | -5% | -11% | 4% | 0% | 47%[activator] | 35µM* | -3% | -1 | -32%
O=C(NCC1CCCO1)C(=O)N/N=C/c1ccc(O)c(Cl)c1 (stereo not drawn) | 3% | -2% | -10% | -11% | 2% | 21% | -13% | 6 | -6%
COC(=O)c1ccc(NS(=O)(=O)c2ccc3[nH]c(=O)oc3c2)cc1 | ? | 26% | 10% | 12% | -9% | -5%[59 µM] | 10% | 2 | -19%
COc1ccc(CCNC(=O)CSc2nc3cc(Cl)ccc3o2)cc1OC | -3% | 134% | 11% | 5% | 18% | ? | 1% | -6 | -6%
CC(C)C(=O)Nc1cccc(-c2nc3ncccc3o2)c1 | 0% | 7% | -4% | 14% | 5% | ? | 27% | 3 | -5%
COc1ccc(N2CCN(C(=O)C(=O)c3cn(CC(=O)N4CCCCCC4)c4ccccc34)CC2)cc1 | ? | -1% | 4% | -3% | ? | 71µM* | -17% | 0 | ?
CN1CCCCCC1=Nc1ccc([N+](=O)[O-])cc1 | / | 125%[activator] | 0% | -7% | 8% | / | 5% | -2 | -9%
CCc1c(C)sc(NC(=O)c2cc(C3CC3)on2)c1C#N | 10% | -17% | -1% | 17% | -1% | 45µM* | -5% | -2 | 0%
CCCc1cc(=O)oc2cc(C)cc(OC(C)C(=O)NCc3ccccn3)c12 (stereo not drawn) | -21% | 8% | -10% | -4% | 52%[activator] | 1% | 8% | 4 | -6%
CCOc1ccccc1N(CC(=O)NCCc1ccccc1)C(=O)CCC(=O)Nc1ccccn1 | 4% | -10% | 4% | -1% | 29% | 12%[59 µM] | 9% | 5 | -8%
COCCCn1cn[nH]c1=S | 6% | 0% | 0% | 11% | 36% | ? | -8% | 3 | ?
C=CCc1c(C)nc(-c2ccccc2)nc1N/N=C/c1ccncc1 | ? | -2% | -4% | 19% | 24% | 1% | 0% | -2 | ?
O=C(CSc1nncs1)NNC(=O)c1ccccc1Br | / | -1% | -1% | 9% | 6%[57 µM] | / | 7% | 5 | 0%
Nc1ccc(OCC(O)C[n+]2ccc(CCS(=O)(=O)[O-])cc2)cc1 (stereo not drawn) | -18% | -8% | 2% | 1% | 28% | 40µM* | -8% | -4 | -16%
COc1cc(OC)cc(C(=O)NCCS(=O)(=O)N2CCN(Cc3ccccc3)CC2)c1 | -1% | -19% | -3% | -14% | 54%[activator] | 4%[0.501 µM] | -20% | -2 | -9%
CCCCc1ccc(N/C(N)=N/c2nc(C)cc(C)n2)cc1 | -4% | ? | -5% | 0% | 26% | -1% | -18% | -1 | -8%
CCOc1ccccc1N1CCN(C(=O)C2=CC=CN3CCS(=O)(=O)N=C23)CC1 | -5% | 85% | -2% | 13% | 33% | 1%[12.7 µM] | -38% | -5 | -1%
COc1ccc(-n2nc(C(=O)NCC(=O)NCC3COc4ccccc4O3)c3ccccc3c2=O)cc1OC (stereo not drawn) | 4% | -2% | -12% | -18% | 29% | 11% | 4% | 4 | -8%
COc1ccc(OC)c(C2/C(=C(\O)c3ccc(OC)c(Cl)c3)C(=O)C(=O)N2CCN(C)C)c1 (stereo not drawn) | -35% | 0% | 1% | 28% | 26% | 2%[12.7 µM] | -30% | -2 | -28%
O=C(Nc1ccc(Nc2ccncc2)cc1)c1ccc([N+](=O)[O-])cc1 | -16% | 0% | 3% | 7% | 24% | -27% | 2% | -4 | -16%
Cc1c(NC(=O)C(C)Sc2ccccc2)c(=O)n(-c2ccccc2)n1C (stereo not drawn) | 11% | 5% | 0% | 7% | 20% | -9% | 29% | -7 | 0%
O=C(CSCc1cccc(Cl)c1)N/N=C/c1ccc(OCC(=O)N2CCCCC2)cc1 | -24% | 10% | / | 1% | 13% | -17% | -1% | -2 | -24%
O=C(/C=C/c1ccc(OCCCF)cc1)N1CCN(Cc2ccccc2)CC1 | -37% | -1% | -14% | 7% | -10% | ? | 2% | -5 | -31%
O=C1[C@@H]2C(c3cccnc3)=NO[C@@H]2C(=O)N1c1ccc(Cl)cc1Cl | -8% | -114% | 0% | -4% | 26% | / | -4% | -1 | -16%
COc1ccccc1NC(=S)NNC(=O)c1nn(C)c(C)c1Cl | -3% | 0% | -5% | 38%[activator] | 37%[activator] | ? | -13% | 3 | -13%
O=C(COC(=O)CCc1ccccc1)Nc1cc([N+](=O)[O-])ccc1F | 6% | / | 7% | 3% | -8% | 4% | 14% | -1 | -25%
Cc1cc(-c2ccc(Cl)s2)n[nH]1 | 2% | 21% | -5% | 6% | 26% | 24%[59 µM] | 3% | -4 | -13%
CC1CC2(C)CC(C)C1(COC(=O)Nc1ccccc1)CO2 (stereo not drawn) | -14% | -18% | 20% | -2% | 42%[activator] | 7% | -3% | 4 | -11%[57.1 µM]
N/N=C(\Cc1cscn1)c1ccc(O)cc1O | -14% | 16% | 9% | ? | 36% | 10µM* | -24% | -2 | -14%
CCCCN1C2CCCC1CC(NC(=O)c1ccccc1Cl)C2 (stereo not drawn) | 0% | -3% | -13% | -11% | 38% | / | -4% | -1 | -3%

Molecules shown so far that contain a Cl atom, in the order listed:
Molecule | BAZ2B inh | ALOX12 inh | ERG-DNA inh | GLS inhibitor | HP1b binding inh | G9a inh | RGS4 inh | PI4K2A block | JMJD2A Tudor inh
OC(CNCc1ccc(Cl)c(Cl)c1)c1ccccc1 (stereo not drawn) | -3% | -10% | 5% | 7% | 36% | / | -8% | -1 | -4%
O=C(NCC1CCCO1)C(=O)N/N=C/c1ccc(O)c(Cl)c1 (stereo not drawn) | 3% | -2% | -10% | -11% | 2% | 21% | -13% | 6 | -6%
COc1ccc(CCNC(=O)CSc2nc3cc(Cl)ccc3o2)cc1OC | -3% | 134% | 11% | 5% | 18% | ? | 1% | -6 | -6%
COc1ccc(OC)c(C2/C(=C(\O)c3ccc(OC)c(Cl)c3)C(=O)C(=O)N2CCN(C)C)c1 (stereo not drawn) | -35% | 0% | 1% | 28% | 26% | 2%[12.7 µM] | -30% | -2 | -28%
O=C(CSCc1cccc(Cl)c1)N/N=C/c1ccc(OCC(=O)N2CCCCC2)cc1 | -24% | 10% | / | 1% | 13% | -17% | -1% | -2 | -24%
O=C1[C@@H]2C(c3cccnc3)=NO[C@@H]2C(=O)N1c1ccc(Cl)cc1Cl | -8% | -114% | 0% | -4% | 26% | / | -4% | -1 | -16%
COc1ccccc1NC(=S)NNC(=O)c1nn(C)c(C)c1Cl | -3% | 0% | -5% | 38%[activator] | 37%[activator] | ? | -13% | 3 | -13%
Cc1cc(-c2ccc(Cl)s2)n[nH]1 | 2% | 21% | -5% | 6% | 26% | 24%[59 µM] | 3% | -4 | -13%
CCCCN1C2CCCC1CC(NC(=O)c1ccccc1Cl)C2 (stereo not drawn) | 0% | -3% | -13% | -11% | 38% | / | -4% | -1 | -3%
